Screening data from PubChem.
CD40 NFkB inh – inhibitors of CD40-induced NF-kB signaling, primary screen, BL2 cells, luciferase reporter, single point; CD40L-induced, 4 h; inhibition, % at 10 µM; 83,000 tested, 0.94% active;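 active = mean inhibition of at least 50% with a set share of replicates also reaching that level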;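 also: 0% = neutral control wells and 100% = IKK inhibitor VII at 50 µM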
Numbers without * were called inactive; & = joins results of further samples; [ ] = dose if it differs, or a comment. The list is partial. The share of hits here may be higher or lower than overall.

SMILES | CD40 NFkB inh
COc1ccc(CCNC(=O)COc2coc(CN3c4ccccc4CC3C)cc2=O)cc1OC (stereo not given) | -5
N#C[C@H]1[C@H](c2ccc(C#CCC3CCCC3)cc2)[C@@H](CO)N1C(=O)c1ccccn1 | -3[25 µM]
O=C1NCCCCC1NS(=O)(=O)c1ccc(Cl)cc1 (stereo not given) | 5
CCOc1ccc(Cc2nnc(SCC(=O)Nc3ccccc3)n(N)c2=O)cc1 | -16
CCCNC(=O)N(C)C[C@@H]1Oc2ncc(C#CC3CCCCC3)cc2C(=O)N([C@H](C)CO)C[C@@H]1C | -1[25 µM]
Cc1sc(NC(=O)C2CC(Cl)=CCC2C(=O)O)c(C#N)c1C (stereo not given) | 4
Cc1ccc(S(=O)(=O)N2CCN(C(=O)COC(=O)CCOc3ccc(C(C)(C)C)cc3)CC2)cc1 | -4
O=C(OCc1nnc(-c2ccccc2)o1)c1ccc(-n2cnnn2)cc1 | 0
Nc1c2c(nc3ccc(Br)cc13)N(Cc1ccccc1)CC2 | -12
CN(C)C(=O)c1nc2ccc(Cl)cn2c1CN1CCCC(OCc2ccccc2)C1 (stereo not given) | 8
CC(N)c1ccc(Cl)cc1Cl (stereo not given) | 10
COc1ccc(S(=O)(=O)N2CCCCC2)cc1C(=O)N1CCCC1 | 1
Cc1cccc(-n2ccnc2SCC(=O)Nc2cccc(S(=O)(=O)NC3=NCCC3)c2)c1C | -13
N#CCCN(Cc1cccnc1)S(=O)(=O)c1ccc2ccccc2c1 | -5
COc1cccc(S(=O)(=O)N2C[C@@H]3N[C@H](C2)C3c2ccc(-c3ccccc3F)cc2)c1 (stereo not given in full) | 27&11[25 µM]
CCCCOC(=O)Cc1c(O)c2ccccc2[nH]c1=O | 7
O=C(Nc1nnc(-c2ccc(Br)cc2)o1)c1cccc(N2C(=O)CCC2=O)c1 | -26
COCC(=O)Nc1ccc2c(c1)[C@H]1C[C@@H](CC(=O)N[C@@H](C)c3ccccc3)O[C@H](CO)[C@H]1O2 | 7[25 µM]
CC1(C)CC(=O)C2=C(C1)N=C1SCCC(=O)N1C2c1ccccc1 (stereo not given) | 13
Cc1ccc(C)c(S(=O)(=O)N2CCCCC2CCNC(=O)C(=O)NCCc2ccco2)c1 (stereo not given) | 8
O=C(COC(=O)c1cccs1)Nc1ccc(F)c(F)c1 | -18
CN1C(=S)N(c2cccnc2)C(=O)/C1=C\c1ccc(C(C)(C)C)cc1 | -2
Nc1c(C(=O)OCC2CCCO2)c2nc3ccccc3nc2n1C1CCCC1 (stereo not given) | 10
Cc1cc2c(nn1)CCc1nonc1-2 | 8
COc1ccccc1NC(=O)N(CCN1CCCC1)Cc1cc2cc(C)ccc2[nH]c1=O | 1
O=C(COC(=O)/C=C/c1ccccc1Cl)NC(=O)NC1CCCC1 | 9
COc1cccc(C#Cc2ccc([C@H]3[C@@H](CO)N(C(=O)C4CCCCC4)[C@H]3C#N)cc2)c1 | 44[25 µM]
COc1ccccc1CNC(=O)CSc1nc(C)cs1 | 3
O=C(C1CC1)N1C[C@@H]2[C@H](c3ccccc31)[C@H](CO)N2S(=O)(=O)c1ccccc1 | 8
O=C(Nc1ccc(Cl)c(Cl)c1)N[C@H]1CC[C@H](CCn2cc(C3CCCC3)nn2)O[C@@H]1CO | 14

Among those listed so far, these contain a thiophene ring, fused or not:
SMILES | CD40 NFkB inh
Cc1sc(NC(=O)C2CC(Cl)=CCC2C(=O)O)c(C#N)c1C (stereo not given) | 4
O=C(COC(=O)c1cccs1)Nc1ccc(F)c(F)c1 | -18

Pulled by compound from the list above, two records:
SMILES | CD40 NFkB inh
N#CCCN(Cc1cccnc1)S(=O)(=O)c1ccc2ccccc2c1 | -5
Cc1ccc(C)c(S(=O)(=O)N2CCCCC2CCNC(=O)C(=O)NCCc2ccco2)c1 (stereo not given) | 8

Additional structures.
SMILES | CD40 NFkB inh
O=C(CN1CCCCC1)Nc1ccccc1C(=O)NC1CC1 | 13
COc1ccc(/C=C2\CCn3c2nc2cc(C(=O)O)ccc2c3=O)cc1OC | 17
CN(C)S(=O)(=O)c1cccc(-c2cn3ccccc3n2)c1 | -28
CN(C)S(=O)(=O)c1cccc(NC(=O)COc2ccc3ccccc3c2)c1 | -30
Nn1c(CSc2ccccn2)nc2ccccc2c1=O | -55
Cc1ccc(NC(=O)OCCNC(=O)OC(C)C)cc1 | -54
O=C(NCc1cccnc1)C1CCC(c2ccc(Cl)cc2)CC1 (stereo not given) | 5
COc1ccc(/C=N/NC(=O)c2ccc(-n3cnnn3)cc2)cc1 | 28
Oc1ccccc1C=NN=C1c2ccccc2-c2ccccc21 | -93
C=CCn1c(SCC(=O)N(CCOC)c2c(N)n(CCCC)c(=O)[nH]c2=O)nnc1-c1ccc(Cl)cc1 | 3
CN1C(=O)c2cc(NS(C)(=O)=O)ccc2OC[C@@H]2O[C@H](CC(=O)N3CCOCC3)CC[C@H]21 | -8[25 µM]
O=C(NN1C(=O)C2C3C=CC(O3)C2C1=O)c1ccccc1 (stereo not given) | 4
COc1cccc(NC(=S)N(Cc2cccc(Br)c2)CC2CCC(C(=O)O)CC2)c1 (stereo not given) | -10
O=C(COC(=O)c1cc(Cl)nc(Cl)c1)NC1CCCCCC1 | 21
COc1ccc(C(CNC(=O)c2oc3c(Cl)cccc3c2C)N2CCCC2)cc1 (stereo not given) | -10
CC12CCC(=O)N1C(C(=O)Nc1nc(-c3ccccc3Cl)cs1)CS2 (stereo not given) | -18
O=C(NCC1CCCO1)C1CCN(C2CCN(C3CCCCCC3)CC2)CC1 (stereo not given) | 11
CCN(C[C@H]1N[C@H](CO)[C@H]1c1ccc(C2=CCCC2)cc1)C(=O)c1cccnc1 | -7[25 µM]
CCOC(=O)c1c(C)oc2cc(Br)c(OC)cc12 | -18
O=C(NCCN1CCOCC1)C1CCCN(S(=O)(=O)c2ccc(F)cc2)C1 (stereo not given) | -4
Cc1noc(C)c1COC(=O)c1csc2c1CCCC2 | -2
CN(C(=O)Nc1ccccc1)n1cnc2ccccc2c1=O | 8
O=C(NCc1ccc2c(c1)OCO2)C1CC(=O)N(CCc2ccccc2)C1 (stereo not given) | 5
Cc1cccc(S(=O)(=O)N2[C@@H]3CNC[C@H]2C3c2ccc(-c3ccncc3)cc2)c1 (stereo not given in full) | -5&9
CCC(=O)N1CC2(C1)[C@@H](c1ccc(-c3ccccc3C)cc1)[C@@H](CO)N2C(=O)CC | 5[25 µM]
O=C(OCC(=O)c1cccs1)c1ccc(NC(=O)c2ccco2)cc1 | -23
Cc1nc(N2[C@H](CO)[C@H](c3ccccc3)[C@H]2CNCC2CCCCC2)sc1C | -4[25 µM]
CN1c2ccc(-c3cccc(C#N)c3)cc2[C@H]2[C@H](CCN2C(=O)C2CCC2)[C@@H]1CO | -42
COCC(=O)N1CC2(CCN(Cc3cccnc3)CC2)c2c(n(C)c3cc(OC)ccc23)[C@@H]1CO | -8[25 µM]
COc1ccc2c3c(n(C)c2c1)[C@@H](CO)N(S(=O)(=O)c1ccc(C)cc1)CC31CN(C(=O)c2ccccn2)C1 | 4[25 µM]
O=C1c2cccnc2Nc2ccccc2N1CCCF | 8
COc1ccccc1NC(=O)NC(=O)N(C(C)C)S(C)(=O)=O | 6
O=C(O)C1Nc2c(C(=O)N3CCOCC3)cccc2C2C=CCC12 (stereo not given) | 12
COCC(=O)N1C[C@@H]2[C@H](c3ccccc31)[C@@H](CO)N2C(=O)C1CCCCC1 | -7
COc1ccc(NC(=O)CN(C)C(=O)CN2C(=O)C3CCCCC3C2=O)cc1 (stereo not given) | -12
COc1ccc(Cc2nc3ccccc3c(=O)n2N)cc1OC | 6
CN(C)S(=O)(=O)c1cccc(N2C(=O)CC3(CCCCC3)CC2=O)c1 | -4
Cc1cccc(C(=O)NCC(=O)NCC(c2cccs2)N2CCOCC2)c1 (stereo not given) | 6
Cc1cc(C)c2c(n1)sc1c(N3CCN(C)CC3)ncnc12 | -45
Cc1ccc(S(=O)(=O)N2CCCCC2)cc1C(=O)N1CCN(c2ccccn2)CC1 | 12
Cc1ccccc1C(=O)Nc1ccc(S(=O)(=O)NCC2CCCO2)cc1 (stereo not given) | 8
O=C(NC1CCN(Cc2ccccc2)CC1)c1cc(S(=O)(=O)Nc2ccc(F)cc2)ccc1Cl | 4
C[C@@H](O)CNC(C)(C)CC(=O)N[C@@H]1CCc2ccccc2N(Cc2ccc(-c3ccccc3-c3nn[nH]n3)cc2)C1=O | 4[25 µM]
CC1(c2ccccc2)NC(=O)N(CC(=O)Nc2cccc(/C=C/c3ccccn3)c2)C1=O (stereo not given) | -13
CC1(C)CC(=O)c2cnc(NC(=O)Cc3ccc(Cl)cc3)nc2C1 | 13
O=C(C[C@@H]1C[C@H]2c3cc(NC(=O)C4CCOCC4)ccc3O[C@H]2[C@@H](CO)O1)NCc1cc(F)ccc1F | -12[25 µM]
Cc1noc(NS(=O)(=O)c2ccc(NC(=O)c3cc(F)c(F)c(F)c3F)cc2)c1C | 3
CO[C@H]1CN(C)C(=O)c2cc(NS(C)(=O)=O)ccc2OC[C@@H](C)N(C(=O)C2CCOCC2)C[C@H]1C | -19[25 µM]
COC(=O)c1sccc1NC(=O)CC1NCCNC1=O (stereo not given) | 6
COc1ncc(-c2cccc3nccn23)c(OC)n1 | -4
C[C@@H]1CN(C)C(=O)Cc2cc(NS(C)(=O)=O)ccc2O[C@@H]1CN(C)C | 3
CN1C(=O)N(CC(=O)Nc2ccc3c(c2)OCO3)C(=O)C12CCCCC2 | -18
CN(C)C(=O)[C@@H]1[C@@H](CO)[C@@H]2Cn3c(ccc(-c4ccccc4)c3=O)[C@H]1N2C(=O)C1CC1 | -2[25 µM]
COc1ccc(NC2CCCN(C(=O)c3c(C)noc3C)C2)cc1 (stereo not given) | 10
O=C(C[C@H]1C[C@H]2c3cc(NC(=O)c4ccc5c(c4)OCO5)ccc3O[C@H]2[C@@H](CO)O1)NC1CCCC1 | -3
CC(C)(C)NC(=O)Nc1ccc(Br)cc1 | -88
N#C[C@@H]1N[C@@H](CO)[C@@H]1c1ccc(-c2cccc(F)c2)cc1 | -23[25 µM]
CCOC(=O)c1c(NC(=O)COC(=O)c2ccncc2)sc(C)c1C | 5
CC1CC(C)CN(C(=O)c2cccc(S(=O)(=O)N3c4ccccc4CC3C)c2)C1 (stereo not given) | 10
CN(C)C(=O)c1ccc(-c2ccc3c(c2)[C@H]2[C@H](CCN2C(=O)C2CCC2)[C@@H](CO)N3C)cc1 | 17

(more compounds)
SMILES | CD40 NFkB inh
COc1ccc2c3c(n(C)c2c1)[C@H](CO)N(C)CC31CCN(C(=O)NC(C)C)CC1 | -1[25 µM]
CCOC(=O)C1CCCN(C(=O)C(CCSC)NC(=O)COc2ccccc2)C1 (stereo not given) | 9
CCOC(=O)COc1cc(N)c(Cl)cc1Cl | 1
COc1ccccc1-c1ccccc1[C@@H]1[C@@H](C#N)N(C(=O)CN(C)C)[C@H]1CO | -17[25 µM]
CC(C)NC(=O)N1[C@@H]2CN(C)C[C@H]1C2c1ccc(Br)cc1 (stereo not given in full) | 5
COc1ccc(S(=O)(=O)Nc2ccc3c(c2)C(=O)N([C@@H](C)CO)C[C@H](C)[C@@H](CN(C)Cc2ccc(C(F)(F)F)cc2)OCCCC[C@@H](C)O3)cc1 | 76*[25 µM]
COc1ccc2cc(C3(C)NC(=O)N(CC(=O)N4CCCCC4)C3=O)ccc2c1 (stereo not given) | 0
CC(C)n1nc(C(=O)Nc2nnc(SCc3c(Cl)cccc3Cl)s2)c2ccccc2c1=O | 13
CN1c2ccc(C#Cc3cccnc3)cc2[C@@H]2[C@@H](CCN2C(=O)C2CCCC2)[C@@H]1CO | -16
O=C(Nc1ccccc1)N(Cc1ccccc1)C1=NCCS1 | -22
O=C(O)Cc1c[nH]c2cccc(O)c12 | 10
O=C(/C=C/c1ccco1)NCc1ccc2c(c1)OCO2 | -1
Cc1ccc(NC(=O)CCNS(=O)(=O)c2ccccc2)cc1S(=O)(=O)N1CCOCC1 | 10
Cc1cc(C)c(C#N)c(Nc2ccc3c(c2)OCCO3)n1 | -6
COc1cc(F)ccc1-c1csc(C(NC(C)=O)c2ccc(F)c(F)c2)n1 (stereo not given) | -8
C[C@H]1CN([C@@H](C)CO)S(=O)(=O)c2ccc(C#CC(C)(C)O)cc2O[C@H]1CN(C)Cc1ccc(F)cc1 | 1[25 µM]
c1ccc(-c2nnsc2-c2ccccc2)cc1 | 10
OCCC1CN(CC(c2ccccc2)c2ccccc2)CCN1C1CCCC1 (stereo not given) | -3
COc1ccc(S(=O)(=O)N2CCN(CC(=O)NC3CC3)CC2)cc1 | -9
C[C@H](NC(=O)c1ccco1)C(=O)Nc1cccc([N+](=O)[O-])c1 | 1
O=C(c1cc(-c2ccccc2)nc2ccccc12)N1CCN(c2ccccn2)CC1 | -17
O=C(NCCn1ccc2ccccc21)c1ccc(S(=O)(=O)N2CCOCC2)cc1 | -12
O=C(CNC(=O)c1cccc(Br)c1)N/N=C/c1ccc[nH]1 | 3
CO[C@H]1CN(C)C(=O)c2ccc(NC(=O)C3CCC3)cc2OC[C@H](C)N(Cc2nccs2)C[C@H]1C | -7
N#Cc1ccc(-c2ccc3c(c2)[C@H]2[C@H](CCN2C(=O)C2CCC2)[C@H](CO)N3)cc1 | -9
CCOc1cc(N2CCOCC2)c(OCC)cc1NC(=O)CSc1n[nH]c(N)n1 | 11
CC(=O)N1CCN(C(=O)C2CCN(S(=O)(=O)c3ccccc3C(F)(F)F)CC2)CC1 | 7

Filtered by structure, the entries above with a tert-butyl group.
SMILES | CD40 NFkB inh
Cc1ccc(S(=O)(=O)N2CCN(C(=O)COC(=O)CCOc3ccc(C(C)(C)C)cc3)CC2)cc1 | -4
CN1C(=S)N(c2cccnc2)C(=O)/C1=C\c1ccc(C(C)(C)C)cc1 | -2
CC(C)(C)NC(=O)Nc1ccc(Br)cc1 | -88
